Screening data: PubChem BioAssay, National Center for Advancing Translational Sciences (NCATS)
FUS yeast rescue: FUS proteinopathy suppression in yeast; S. cerevisiae FUS-expressing, growth rescue, OD600, 24 h; Potency, µM (doses to about 76.6 µM), inactives show at the top dose growth rescue (activation), actives largely listed as activators; AID 1347120; 0.24% of 390,000 active;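 also: potency is read from the fitted curve at half-maximal effect; plate controls were DMSO vehicle for no effect and reference control for full effect; nearly all actives have a fitted effect of over 55% in size; some results filed as inactive show a strong effect at the top dose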
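Steps: raffinose overnight preculture; dilution to OD 0.005 in 2% galactose minimal medium; compound addition (concentration series); 24hr at 30C, 99% humidity; absorbance read at 600 nm.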
EPAC2 antag: antagonists of human EPAC2 | EPAC2 GEF exchange of Rap1B-BODIPY-GDP, fluorescence | 0.18% of 360,000 active | Potency, µM (highest dose often 114 µM), inactives show at the highest dose activity, negative = inhibition, actives largely listed as inhibitors | Q8WZA2; also: potency is read from the fitted curve at half-maximal effect; % is scaled to controls: 0 for no effect and ±100 for the full control effect; nearly all actives have a fitted effect of over 45% in size; many of its hits are not listed in these tables
Target sequence (Q8WZA2 whole entry, looked up): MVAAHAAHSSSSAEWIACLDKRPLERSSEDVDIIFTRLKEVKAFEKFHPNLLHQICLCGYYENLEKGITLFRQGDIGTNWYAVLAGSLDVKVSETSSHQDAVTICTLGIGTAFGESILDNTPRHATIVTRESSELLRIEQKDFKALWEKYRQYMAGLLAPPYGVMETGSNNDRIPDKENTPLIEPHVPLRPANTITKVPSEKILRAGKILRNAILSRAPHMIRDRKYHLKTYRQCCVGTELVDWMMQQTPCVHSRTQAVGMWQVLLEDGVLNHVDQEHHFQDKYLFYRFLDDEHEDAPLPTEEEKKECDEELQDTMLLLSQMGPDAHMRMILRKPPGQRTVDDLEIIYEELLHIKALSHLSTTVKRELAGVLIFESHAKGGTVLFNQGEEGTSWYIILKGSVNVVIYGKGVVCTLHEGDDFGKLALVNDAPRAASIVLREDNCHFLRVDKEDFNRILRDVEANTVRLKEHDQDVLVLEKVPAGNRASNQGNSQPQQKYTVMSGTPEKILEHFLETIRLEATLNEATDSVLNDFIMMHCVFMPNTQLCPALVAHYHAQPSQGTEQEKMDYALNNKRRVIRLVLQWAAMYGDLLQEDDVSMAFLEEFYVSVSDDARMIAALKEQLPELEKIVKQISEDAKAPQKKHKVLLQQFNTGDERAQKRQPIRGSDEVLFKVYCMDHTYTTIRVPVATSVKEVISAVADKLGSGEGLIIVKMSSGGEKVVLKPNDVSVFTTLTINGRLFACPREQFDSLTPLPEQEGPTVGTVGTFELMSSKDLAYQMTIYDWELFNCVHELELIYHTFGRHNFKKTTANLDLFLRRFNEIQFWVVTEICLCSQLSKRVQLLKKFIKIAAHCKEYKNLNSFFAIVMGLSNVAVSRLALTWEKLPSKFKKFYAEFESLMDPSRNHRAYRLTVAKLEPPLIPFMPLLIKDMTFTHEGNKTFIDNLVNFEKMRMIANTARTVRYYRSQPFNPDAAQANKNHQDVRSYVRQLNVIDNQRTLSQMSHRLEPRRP
Abeta rescue: compounds reversing amyloid beta toxicity in yeast; yeast expressing A-beta42, growth rescue, OD600, 48 h; response scale: 0% DMSO, 100% iron-clioquinol control; 0.063% of 410,000 active; Potency, µM (doses to about 46.1 µM), for the others: at the highest dose growth rescue, usual class: activators; also: potency is read from the fitted curve at half-maximal effect; nearly all actives have a fitted effect of over 55% in size
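Growth rescue measured by 600 nm absorbance after 48 h yeast culture at 30 C with compound. Values normalized between DMSO and an equimolar ferric chloride plus clioquinol control.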
D3 antag: D3 dopamine receptor (human) antagonism; 2.5% of 360,000 active; max response, negative = inhibition, %; D3R cells, DiscoveRx beta-arrestin luminescence, antagonist mode; stronger effect = lower value; P35462; AID 652054; in the data active = max response below about -50%; inconclusive = no clear call, values can overlap the other calls; also: % is scaled to controls: 0 for no effect and ±100 for the full control effect; mostly tested at two doses, the higher about 12 µM
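Cells plated overnight at 1500 cells/well, then exposed to library compounds with dopamine controls for 90 minutes at 37 degrees C. DiscoveRx reagent added for 30–60 minutes at room temperature; luminescence read, quantitative HTS format.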
DRD3 agonist: activates the human D3 dopamine receptor | 0.58% of 410,000 active | D3R DiscoveRx beta-arrestin cells, luminescence, 90 min | max activation, %; in the data active = max activation above about 30%; also: 0% is about no effect; mostly tested at two doses, the higher about 12 µM
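Agonist mode: compounds and dopamine controls were applied to plated cells for 90 min at 37 degrees C after an overnight attachment at 1500 cells/well. Luminescent read-out followed 30 - 60 minutes at room temperature with DiscoveRx detection reagent.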
EPAC2 ag: activates human EPAC2 exchange factor. Potency, µM (series often up to 154 µM), for inactives: top-dose activation, hits mostly activators. 0.079% of 360,000 active. EPAC2 activation, biochemical qHTS; response scale: 100% = 6.5 mM cAMP response; also: potency is read from the fitted curve at half-maximal effect; nearly all actives have a fitted effect of over 50% in size
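Setup: EPAC2 100 nM, labeled Rap1B complex 250 nM, free GDP 50 uM. Compound titrations pinned in, brief spin, 5 min room temperature incubation. Kinetic fluorescence read over 30 min, normalized to 6.5 mM cAMP.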
aSyn yeast inh: alpha-synuclein toxicity inhibition in yeast; Yeast expressing alpha-synuclein, growth rescue, BacTiter-Glo, 24 h; AID 652106; 0.14% of 370,000 active; Potency, µM (highest dose often 46.1 µM), for the others: top-dose growth rescue (activation), hits mostly activators; also: potency is read from the fitted curve at half-maximal effect; % of control where 0% means no effect; nearly all actives have a fitted effect of over 65% in size
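Galactose-induced alpha-syn yeast (OD600=0.02, raffinose-pregrown) + pinned cpd, 24 hr, 30 deg C; growth by BacTiter-Glo luminescence. Growth restoration scores as activation.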
TDP-43 yeast inh: inhibitors of TDP-43 toxicity in yeast; AID 652104; TDP-43 expressing yeast growth rescue, BacTiter-Glo, 24 h; 1.8% of 410,000 active; Potency, µM (top dose mostly 46.1 µM), for the others: top-dose growth rescue (activation), most hits filed as activators; also: potency is read from the fitted curve at half-maximal effect; % of control where 0% means no effect; nearly all actives have a fitted effect of over 50% in size
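In this qHTS, compounds that restore growth of yeast expressing TDP-43 appear as activators. Cells (OD600=0.02, galactose medium, raffinose-pregrown) are incubated with compound 24 hr at 30 deg C and growth is quantified by BacTiter-Glo.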
Starred values were filed as active, the others as inactive; ? = inconclusive; / = not tested or not shown; [ ] = dose if it differs, or a comment. Unless noted, calls follow the shape of the dose curve; as a rule, active = well fitted curve in the direction sought with a large enough effect; inconclusive = small, poorly fitted or top-dose-only effect, or another doubt; inactive = no such curve, though single readings can be large; an effect the other way counts as inactive or inconclusive.

smiles	FUS yeast rescue	EPAC2 antag	Abeta rescue	D3 antag	DRD3 agonist	EPAC2 ag	aSyn yeast inh	TDP-43 yeast inh
O=S(=O)(NCC(c1ccco1)N1CCN(c2ccccc2)CC1)c1ccc(F)cc1 (stereo unspecified)	/	-14%	-11%	0	-16	4%	9%	-1%
CCNS(=O)(=O)c1cc(-c2nnc(Nc3cccc(C(F)(F)F)c3)c3ccccc23)ccc1C	39%	/	-14%	/	13	/	/	5%
Cc1ccc2c(nc3s/c(=C\c4ccc(-c5ccccc5C(=O)O)o4)c(=O)n32)c1C	-23%	-6%	10%	15	1	7%	4%	13%
CCOc1ccc(C(C)(C)C)cc1S(=O)(=O)N1CCOCC1	-5%	-1%	25%	4	0	-10%	12%	28%
Cc1ccc(-c2csc(NC(=O)c3cccs3)n2)cc1	-31%	0%	28%[9.22 µM]	-16	-2	11%	-13%	?
Cn1c(O)c(C(C#N)=C2N=c3ccccc3=N2)c2ccccc21	-22%	-6%	15%	3	1	-9%	11%	24%
CC(=O)c1cccc(NC(=O)CSc2nnnn2C2CCCC2)c1	?	7%	1%	2	3	4%	0%	-19%
COCCCNC(=O)c1ccc(Cn2c(=O)c3ccccc3n(Cc3cc(C)ccc3C)c2=O)cc1	10%	1%	9%	-6	-3	-2%	-3%	-18%
CCOC(=O)Cc1nnc(NC(=O)c2ccco2)s1	-9%	7%	-4%	0	6	2%	11%	-13%
Cc1csc(SC(C)C(=O)NCC2CCCO2)n1 (stereo unspecified)	7%	16%	-14%	-5	-2	27%	1%	-20%

Exported as labelled records: 2 of the compounds above
CCOC(=O)Cc1nnc(NC(=O)c2ccco2)s1
  FUS yeast rescue: -9%	EPAC2 antag: 7%	Abeta rescue: -4%	D3 antag: 0	DRD3 agonist: 6	EPAC2 ag: 2%	aSyn yeast inh: 11%	TDP-43 yeast inh: -13%
Cc1csc(SC(C)C(=O)NCC2CCCO2)n1 (stereo unspecified)
  FUS yeast rescue: 7%	EPAC2 antag: 16%	Abeta rescue: -14%	D3 antag: -5	DRD3 agonist: -2	EPAC2 ag: 27%	aSyn yeast inh: 1%	TDP-43 yeast inh: -20%

(next part)
smiles	FUS yeast rescue	EPAC2 antag	Abeta rescue	D3 antag	DRD3 agonist	EPAC2 ag	aSyn yeast inh	TDP-43 yeast inh
Cc1ccc(S(=O)(=O)N(C)C)cc1NC(=O)COC(=O)/C=C/c1ccc2ccccc2n1	3%	0%	-19%	-1	-10	0%	-2%	29%
COC(=O)c1cc2c(=O)n3ccccc3nc2n(Cc2cccnc2)c1=N	-6%	10%	13%	5	2	1%	1%	16%
O=C(c1cccs1)N1C[C@@H](n2cc(C3CC3)nn2)[C@H](O)C[C@@H]1c1ccccc1	-24%	3%	8%	-2	4	16%	0%	27%
C/C(=C\c1ccc(Br)cc1)C(=O)c1c(C)cc(C)[nH]c1=O	5%	-16%	-2%	0	3	3%	9%	14%
Cc1cccc(C)c1NC(=O)CSc1nc(-c2ccccc2)nc2c1Cc1c(CO)cnc(C)c1O2	-15%	/	0%	/	-3	/	/	10%
CCOc1ccc(Nc2nnc(Cc3ccc(OC)cc3)c(=O)[nH]2)cc1	3%	-7%	-8%	9	-1	-7%	-3%	18%
COc1ccc(OC2C(=O)N(Cc3ccc4c(c3)OCO4)C2c2cccs2)cc1 (stereo unspecified)	-14%	-4%	-6%	45	17	11%	3%	6%
CCOCC(=O)Nc1ccc(S(=O)(=O)N2CCC(c3nc4ccccc4[nH]3)CC2)cc1	2%	11%	3%	-1	8	3%	-2%	-1%
Cc1ccccc1C(=O)Nc1cccc(NC(=O)c2ccc(-c3ccc(Br)cc3)o2)c1	11%	-5%	2%	0	2	12%	-3%	9%
CCCCOc1cccc(C2C(C(=O)c3ccc(C)o3)=C(O)C(=O)N2c2nnc(C)s2)c1 (stereo unspecified)	?	?	-2%	-6	4	-33%[inhibitor]	-3%	2%

Further compounds.
smiles	FUS yeast rescue	EPAC2 antag	Abeta rescue	D3 antag	DRD3 agonist	EPAC2 ag	aSyn yeast inh	TDP-43 yeast inh
COc1ccc(/C=N/Nc2nccnc2Cl)cc1	-8%	-7%	-19%	-20	-14	2%	-7%	-14%
O=C(C1CCCO1)N1CCN(S(=O)(=O)c2cccc3nsnc23)CC1 (stereo unspecified)	-12%	0%[57.1 µM]	-2%	0	7	-12%	3%	0%
O=C(Nc1nnc(SCc2ccc(Cl)cc2)s1)c1cnccn1	13%	-1%	-13%	-22	-2	-7%	-7%	0%
CN1C(=O)c2ccc(NC(=O)C3CCCCC3)cc2C1=O	-8%	-3%	8%	5	3	9%	-10%	-1%
COc1cc(OC)cc(C(=O)Nc2ccccc2C(=O)N2CCCC2)c1	-3%	3%	-1%	23	1	0%	-9%	3%
CC(=NNC(N)=O)C1=C(O)C(C(C)C)NC1=O (stereo unspecified)	/	16%	10%	12	7	1%	-1%	0%
Cc1cc(Br)ccc1NC(=O)c1sc2ncn(CC(=O)N3CCN(c4ccccn4)CC3)c(=O)c2c1C	33%	7%	30%	3	2	3%	0%	5%
C/C(=N\NC(=O)Nc1ccccc1)c1ccccc1	2%	10%	-14%	4	-3	1%	-1%	16%
CN(CC(=O)NC(=O)NC1CCCCC1)Cc1ccccc1	-6%	10%	3%	9	5	-5%	2%	13%
CC(C)CC(=O)NC(=S)NCCc1ccccc1	-3%	2%	8%	9	-8	-8%	-7%	?

(further entries)
smiles	FUS yeast rescue	EPAC2 antag	Abeta rescue	D3 antag	DRD3 agonist	EPAC2 ag	aSyn yeast inh	TDP-43 yeast inh
Cc1ccc(S(=O)(=O)NC(=O)COc2ccccc2C(N)=O)cc1	7%	1%	8%	-13	4	-2%	0%	-12%
Cc1c(Br)c([N+](=O)[O-])nn1CC(=O)Nc1ccc2nc3n(c(=O)c2c1)CCCC3	7%	-7%	11%	4	1	-8%	0%	-3%
Cc1nc2c(c(C)nn2-c2ccccc2)c(C)c1CCC(=O)NCCc1ccc(Cl)cc1	3%	/	-3%	/	5	/	/	?
O=C(O)CCCCCn1c(SCc2cc(=O)n3cc(Cl)ccc3n2)nc2ccsc2c1=O	6%	9%	24%	1	1	3%	2%	-3%
CCN(CC(=O)Nc1c(F)cccc1F)C(=O)c1c(-c2ccccc2Cl)noc1C	5%	-7%	-24%	13	3	-3%	8%	8%
Cc1ccc(S(=O)(=O)N2CCCCC2C(=O)Nc2nncs2)cc1 (stereo unspecified)	-17%	6%	4%	3	1	2%	2%	10%
Cc1cc(C(=O)N2CCCC(N3CCN(Cc4ccc5c(c4)OCO5)CC3)C2)n[nH]1 (stereo unspecified)	-26%	1%	-10%	-4	-9	5%	-1%	2%
O=P1(NC2CCCCC2)OCC2(CO1)COP(=O)(NC1CCCCC1)OC2 (stereo unspecified)	4%	11%	-10%	1	-9	4%	6%	-6%
COc1ccccc1C(CNC(=O)c1cccc(NS(=O)(=O)c2ccc(C)c(F)c2)c1)N1CCCC1 (stereo unspecified)	2%	10%	11%	6	-16	5%	-3%	2%
Cc1cc(CN(C)C(=O)c2cc(COc3ccc(F)cc3Cl)on2)n[nH]1	9%	-9%	-11%	?	5	8%	-2%	2%

The list goes on:
smiles	FUS yeast rescue	EPAC2 antag	Abeta rescue	D3 antag	DRD3 agonist	EPAC2 ag	aSyn yeast inh	TDP-43 yeast inh
COc1ccc(CC(=O)Nc2sc3c(c2C#N)CC(C)(C)NC3(C)C)cc1OC	-13%	-9%	-3%	7	6	8%	3%	11%
Cc1cc(C(=O)OCC(=O)NCc2ccccc2)c2ccccc2n1	29%	-6%	3%	-18	0	-4%	-3%	-8%
CCCC(C)NC(=O)Cc1ccc(Br)cc1 (stereo unspecified)	-14%	-1%	-9%	2	1	-13%	-9%	11%
Cc1cc(COC(=O)C2N3C(=O)[C@@H](NC(=O)COc4ccccc4)[C@H]3SC2(C)C)on1 (stereo partly specified)	11%	11%	28%	-11	8	4%	3%	11%
CC(=O)C(=[N+]=[N-])C(=O)NCc1ccccc1	-53%[inhibitor]	12%	13%[9.22 µM]	29	6	1%	5%	9%
O=C(N1CCN(CCO)CC1)N1c2ccccc2CCc2ccccc21	9%	-13%	10%	-22	-6	5%	-5%	3%
O=C(OC(C(=O)NC1CCCC1)c1ccc(F)cc1)c1ccno1 (stereo unspecified)	4%	0%	13%	9	-1	1%	-6%	-16%
CSCCC(NC(=O)c1ccccc1Cl)C(=O)NCC1COc2ccccc2O1 (stereo unspecified)	8%	-6%	-2%	-11	2	13%	-5%	-10%
Cn1c(-c2ccc(F)cc2)cc2onc(-c3ccccc3Cl)c2c1=O	-13%	10%	13%	-8	11	9%	-8%	28%
CCN(CC)S(=O)(=O)c1ccc(NC(=O)c2c(C)oc3ncnc(N4CCOCC4)c23)cc1	10%	/	-13%	/	3	/	/	23%

Next section
smiles	FUS yeast rescue	EPAC2 antag	Abeta rescue	D3 antag	DRD3 agonist	EPAC2 ag	aSyn yeast inh	TDP-43 yeast inh
Cc1cccc(-c2nc3c(cnn3-c3ccccc3)c(=O)n2-c2ccc(Cl)cc2)c1	38%	/	20%	/	-8	/	/	19%
C/C(CCc1ccco1)=N\NC(=O)CNc1c(Br)cc(Br)cc1Br	3%	3%	-8%	13	0	-4%	1%	9%
COc1cc(/C=C/c2nc3ccccc3c(=O)[nH]2)cc(Cl)c1O	2%	2%	3%	10	-2	1%	2%	-11%
COc1ccc(NC(=S)N2CCC(C(=O)c3ccc(F)cc3)CC2)cc1	28%	0%	17%	-5	-5	3%	-4%	?
N#CC1=C(N)N(c2ccc(Cl)c(Cl)c2)C(=O)C1	9%	9%	2%	13	1	4%	0%	-4%[0.397 µM]
Cc1ccc(C)c(N2CCN(C(=O)C3CCN(S(=O)(=O)c4cn(C)cn4)CC3)CC2)c1	16%	/	0%	/	-1	/	/	13%
O=C(NCc1ccc2c(c1)OCO2)C1CC(=O)N(CCc2ccc(Cl)cc2)C1 (stereo unspecified)	14%	8%	13%	2	4	0%	0%	5%
COc1ccc(C(=O)O/N=C(\C)c2cnccn2)cc1	-7%	3%	-18%	-21	-6	12%	8%	18µM*

This is a subset; rates above refer to the full screens.
